Assay outcomes from PubChem BioAssay.
M. tuberculosis GlmU = inhibition of mycobacterial GlmU enzyme – biochemical, glucosamine-1-phosphate acetyltransferase (AID 1376); inhibition, %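 (tested at 30 µM in the primary screen)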; hits with a dose series show IC50 in µM; M. tuberculosis GlmU acetyltransferase enzyme assay; higher % means a stronger effect; 0.25% of 220,000 active; in the data active = inhibition above about 13%;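 note: 0% = complete reaction with vehicle and 100% = reaction without substrate; strong numbers were not always called active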
Mtb RmlCD inh = M. tuberculosis RmlC/RmlD coupled enzyme inhibitors, primary screen, biochemical, compound mixtures, 384-well, from 1536-well plates; RmlC+RmlD coupled enzyme assay, percent inhibition; primary screen in compound mixtures; inhibition, % at 3.6 µM; 0.03% of 160,000 active; AID 1533, 2009; in the data active = inhibition mostly above about 34%, no sharp cut-off; note: some results filed as inactive read as strong as hits
Target sequence (P9WH09 whole entry, looked up): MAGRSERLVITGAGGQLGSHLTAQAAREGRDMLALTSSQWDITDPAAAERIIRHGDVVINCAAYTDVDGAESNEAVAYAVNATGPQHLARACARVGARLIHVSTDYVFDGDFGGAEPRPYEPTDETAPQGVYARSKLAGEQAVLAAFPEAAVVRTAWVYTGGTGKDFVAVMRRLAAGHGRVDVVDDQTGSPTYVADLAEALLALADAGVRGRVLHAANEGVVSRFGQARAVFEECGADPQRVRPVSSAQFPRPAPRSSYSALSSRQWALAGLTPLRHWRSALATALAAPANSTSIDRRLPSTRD
Target sequence (P9WH11 whole entry, looked up): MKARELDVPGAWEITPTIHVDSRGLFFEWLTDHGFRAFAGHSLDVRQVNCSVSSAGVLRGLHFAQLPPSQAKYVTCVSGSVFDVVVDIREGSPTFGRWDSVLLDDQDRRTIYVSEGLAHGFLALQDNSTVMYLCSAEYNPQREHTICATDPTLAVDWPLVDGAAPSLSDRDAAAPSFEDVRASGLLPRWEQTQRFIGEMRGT
Active calls of the source: *; & = joins results of further samples. The list is partial; rates above refer to the full screens.

Sample of the layout, 3 compounds:
Results for O=S(=O)(c1ccc(-c2cc(C(F)(F)F)on2)s1)N1CCCC1 ?
M. tuberculosis GlmU: -4.9%

What do the screens show for `NC1=NC(=O)C(CC(=O)c2ccc(Cl)cc2)S1` (stereo unspecified)?
M. tuberculosis GlmU: -6.6%; Mtb RmlCD inh: 4

Results for CCCCn1c(-c2ccccc2)nnc1-c1ccccc1 ?
M. tuberculosis GlmU: 0.2%

The listing (from the top)
Results for O=S(=O)(c1ccc(-c2cc(C(F)(F)F)on2)s1)N1CCCC1 ?
M. tuberculosis GlmU: -4.9%

What do the screens show for `NC1=NC(=O)C(CC(=O)c2ccc(Cl)cc2)S1` (stereo unspecified)?
M. tuberculosis GlmU: -6.6%; Mtb RmlCD inh: 4

Results for CCCCn1c(-c2ccccc2)nnc1-c1ccccc1 ?
M. tuberculosis GlmU: 0.2%

How did C/C(N)=C(/C#N)C(=O)COC(=O)CCC1CCCC1 do in these assays?
M. tuberculosis GlmU: 0.9%

Results for CCCCC(=O)Nc1ccc(C(=O)NCC(=O)OC)cc1 ?
M. tuberculosis GlmU: 1.6%; Mtb RmlCD inh: 3

What do the screens show for `O=C(NC1CC1)C1=C[C@@H](c2csc3ccccc23)C[C@@H](OCCCCO)O1`?
M. tuberculosis GlmU: -0.9%

What do the screens show for `CC(=O)Nc1ccc(NC(=O)CN(c2ccccc2Cl)S(C)(=O)=O)cc1`?
M. tuberculosis GlmU: -0.7%; Mtb RmlCD inh: 12

Results for Cc1cc(S(=O)(=O)N2CCC(NC(=O)C34CC5CC(CC(C5)C3)C4)CC2)ccc1-n1cnnn1 ?
M. tuberculosis GlmU: 1.8%; Mtb RmlCD inh: 11

What do the screens show for `N#CC1=C(N)C(C#N)(C#N)[C@H](c2c(F)cccc2F)[C@H]2CC3(CC=C12)OCCO3`?
M. tuberculosis GlmU: 3.9%; Mtb RmlCD inh: 12

What do the screens show for `CC1=C(C(=O)Nc2cccnc2)C(c2ccc(C(C)C)cc2)n2ncnc2N1` (stereo unspecified)?
M. tuberculosis GlmU: 6.9%; Mtb RmlCD inh: 2

What do the screens show for `CCN(CC)CCN=C(C)c1c(O)n(-c2ccccc2OC)c(=O)[nH]c1=O`?
M. tuberculosis GlmU: 0.4%; Mtb RmlCD inh: 11

What do the screens show for `C#CCn1c(C)cc(C)c(S(=O)(=O)c2ccccc2)c1=O`?
M. tuberculosis GlmU: 0.8%; Mtb RmlCD inh: 6

How did O=C(O)CCC(=O)NN1C(=O)c2ccccc2NC1c1ccco1 (stereo unspecified) do in these assays?
M. tuberculosis GlmU: -5.5%; Mtb RmlCD inh: 9

What do the screens show for `Cc1nc(N2CCN(c3ccccc3)CC2)nc2c1C(=O)CC(C)C2` (stereo unspecified)?
M. tuberculosis GlmU: -2.5%; Mtb RmlCD inh: -3

What do the screens show for `Cc1sc(NC(=O)CSC2=NCCS2)nc1-c1ccccc1`?
M. tuberculosis GlmU: 6.5%; Mtb RmlCD inh: 1

What do the screens show for `COC(=O)c1c(NC(=O)Cc2cccs2)sc(C)c1C`?
M. tuberculosis GlmU: -1.6%; Mtb RmlCD inh: 7

Results for CS(=O)(=O)c1ccc(Cl)c(NC(=O)COC(=O)c2cccc(C#N)c2)c1 ?
M. tuberculosis GlmU: 0.2%; Mtb RmlCD inh: 5

What do the screens show for `COC(C[C@H]1O[C@H]1[C@@H](O)[C@@H](C)OCc1ccccc1)OC`?
M. tuberculosis GlmU: -1.6%

How did O=c1[nH]c2cc([N+](=O)[O-])c(NCCO)c([N+](=O)[O-])c2[nH]1 do in these assays?
M. tuberculosis GlmU: 6.9%

Results for C/C(=N\NC(=O)c1nn(C)c(C)c1Br)c1ccc(NC(=O)c2ccc(C)s2)cc1 ?
M. tuberculosis GlmU: -5.9%; Mtb RmlCD inh: 6

What do the screens show for `CCOC(=O)CN1C(=O)COc2ccc(C(C)(C)C)cc21`?
M. tuberculosis GlmU: -1.1%; Mtb RmlCD inh: 2

Results for Cc1cccc(C)c1NC(=O)c1cn(-c2ccccc2)nc1-c1ccccc1 ?
M. tuberculosis GlmU: -4.8%; Mtb RmlCD inh: 7

What do the screens show for `COc1ccc(CC(=O)Nc2nc3ccc(F)cc3s2)cc1S(=O)(=O)N1CCOCC1`?
M. tuberculosis GlmU: 0.8%; Mtb RmlCD inh: -1

What do the screens show for `CC1CCc2c(sc3ncnc(NCCN4CCOCC4)c23)C1` (stereo unspecified)?
M. tuberculosis GlmU: -0.1%

Results for CN(C)CCCNC(=O)c1ccc(=O)[nH]n1 ?
M. tuberculosis GlmU: -7.1%; Mtb RmlCD inh: 21

What do the screens show for `CCN(CC)c1nc2n(c(=S)n1)CCS2`?
M. tuberculosis GlmU: -5.8%; Mtb RmlCD inh: 11

How did O=C(C(Sc1ccccc1)c1ccccc1)N1CCN(c2ccccc2F)CC1 (stereo unspecified) do in these assays?
M. tuberculosis GlmU: 1.0%; Mtb RmlCD inh: 4

What do the screens show for `CC1=C(C(=O)O)N2C(=O)C(NC(=O)Cc3ccccc3)C2SC1` (stereo unspecified)?
M. tuberculosis GlmU: 1.6%; Mtb RmlCD inh: 8

Results for CCO[C@H]1OC(C(=O)N2CCCCCCC2)=C[C@@H](C2CCCCC2)[C@@H]1CCCO ?
M. tuberculosis GlmU: -2.5%

How did CCN(CC)CC(O)COCCC12CC3CC(CC(C3)C1)C2 (stereo unspecified) do in these assays?
M. tuberculosis GlmU: 0.1%; Mtb RmlCD inh: 0

How did Cc1cc(C)n(-c2nnc(NC34CC5CC(CC(C5)C3)C4)nn2)n1 do in these assays?
M. tuberculosis GlmU: -0.8%; Mtb RmlCD inh: 6

What do the screens show for `COc1ccc(C(=O)N2CCCC2)cc1S(=O)(=O)N1CCC(C)CC1`?
M. tuberculosis GlmU: 9.7%

What do the screens show for `Cc1oc(CC(C)C)cc1C(=O)Nc1ccc(C(=O)O)cc1`?
M. tuberculosis GlmU: -1.3%; Mtb RmlCD inh: -9

Results for CC(C)Cn1c(N2CCN(C(=O)c3cccs3)CC2)nc2ccccc21 ?
M. tuberculosis GlmU: 3.0%; Mtb RmlCD inh: 0

What do the screens show for `COC(=O)Cn1cc(C(=O)c2ccco2)c2ccccc21`?
M. tuberculosis GlmU: 3.8%

What do the screens show for `COc1ccccc1NCCC(=O)OCC(=O)NC1CCCCCC1`?
M. tuberculosis GlmU: -7.6%; Mtb RmlCD inh: 4

What do the screens show for `CSc1nc2sc3c(c2c(=O)n1C)CCCC3`?
M. tuberculosis GlmU: 4.4%

What do the screens show for `O=C(Nc1ccc(Cl)cc1F)c1ccc(COc2c(F)c(F)c(F)c(F)c2F)o1`?
M. tuberculosis GlmU: -2.1%

Results for COc1ccc(N2CC(NC(=O)Nc3ccccc3)CC2=O)cc1 (stereo unspecified) ?
M. tuberculosis GlmU: 1.1%; Mtb RmlCD inh: 9

How did O=C(COc1ccccc1Cl)N1CCN(c2ncccn2)CC1 do in these assays?
M. tuberculosis GlmU: 7.7%

Results for NS(=O)(=O)c1ccc(NC(=O)COC(=O)CNC(=O)C23CC4CC(CC(C4)C2)C3)cc1 ?
M. tuberculosis GlmU: 2.9%; Mtb RmlCD inh: -9

What do the screens show for `O=C(NC(=S)Nc1nc2ccc(F)cc2s1)c1ccco1`?
M. tuberculosis GlmU: -3.1%; Mtb RmlCD inh: 1

How did Cc1cnc(C)c(N2CCN(Cc3nc(-c4ccc(C)o4)oc3C)CC2)n1 do in these assays?
M. tuberculosis GlmU: 3.4%; Mtb RmlCD inh: 2

What do the screens show for `COc1cc(/C=C2\SC(=S)N(Nc3ccccc3)C2=O)ccc1O`?
M. tuberculosis GlmU: -6.8%

How did Cc1cc(C)n2ncc(C(=O)NCCc3ccccc3)c2n1 do in these assays?
M. tuberculosis GlmU: -1.9%; Mtb RmlCD inh: 9

How did Fc1ccccc1/C=C1\CCCC2=C1NC(=S)NC2c1ccccc1F (stereo unspecified) do in these assays?
M. tuberculosis GlmU: -0.3%; Mtb RmlCD inh: 18

How did O=C(N1CCOCC1)N1CCN(C(=O)N(c2ccccc2)c2ccccc2)CC1 do in these assays?
M. tuberculosis GlmU: -5.7%

What do the screens show for `Fc1cccc(/C=N/Nc2ccccn2)c1`?
M. tuberculosis GlmU: 0.1%; Mtb RmlCD inh: 4

What do the screens show for `CC1(C(=O)O)Oc2cccnc2NC1=O` (stereo unspecified)?
M. tuberculosis GlmU: -1.0%; Mtb RmlCD inh: -13

Results for COc1cc(C2=NOC(C(=O)NCc3cccs3)C2)cc(OC)c1OC (stereo unspecified) ?
M. tuberculosis GlmU: -1.1%; Mtb RmlCD inh: -15

5 compounds drawn at random from those above, as already listed:
How did Cc1cnc(C)c(N2CCN(Cc3nc(-c4ccc(C)o4)oc3C)CC2)n1 do in these assays?
M. tuberculosis GlmU: 3.4%; Mtb RmlCD inh: 2

What do the screens show for `COc1cc(/C=C2\SC(=S)N(Nc3ccccc3)C2=O)ccc1O`?
M. tuberculosis GlmU: -6.8%

What do the screens show for `CC1(C(=O)O)Oc2cccnc2NC1=O` (stereo unspecified)?
M. tuberculosis GlmU: -1.0%; Mtb RmlCD inh: -13

How did O=C(N1CCOCC1)N1CCN(C(=O)N(c2ccccc2)c2ccccc2)CC1 do in these assays?
M. tuberculosis GlmU: -5.7%

Results for NS(=O)(=O)c1ccc(NC(=O)COC(=O)CNC(=O)C23CC4CC(CC(C4)C2)C3)cc1 ?
M. tuberculosis GlmU: 2.9%; Mtb RmlCD inh: -9

Next compounds
How did N/C(=N\OC(=O)C12CC3CC(CC(C3)C1)C2)c1ccccc1 do in these assays?
M. tuberculosis GlmU: -4.2%; Mtb RmlCD inh: -4

Results for CN(Cc1cccs1)C(=O)Cc1c[nH]c2ccccc12 ?
M. tuberculosis GlmU: -5.5%; Mtb RmlCD inh: 30

What do the screens show for `CN(CC(=O)Nc1ccc2c(c1)CCC2)CC(=O)Nc1ccccc1Br`?
M. tuberculosis GlmU: 3.7%

What do the screens show for `CCOC(=O)C(=O)NNc1ccccc1OC`?
M. tuberculosis GlmU: -3.0%

How did CCc1ccc(OCCOCC(O)CNC(C)(C)C)cc1 (stereo unspecified) do in these assays?
M. tuberculosis GlmU: -7.1%; Mtb RmlCD inh: 1

How did CC1CCCCN1C(=O)c1ccccc1NC(=O)c1ccco1 (stereo unspecified) do in these assays?
M. tuberculosis GlmU: 1.6%; Mtb RmlCD inh: 7

How did O=Cc1ccnc(-c2ccc(OC(=O)c3ccco3)cc2)n1 do in these assays?
M. tuberculosis GlmU: -2.7%; Mtb RmlCD inh: -9

How did O=S(=O)(NCCSCc1c(Cl)cccc1Cl)c1ccc2c(c1)OCCO2 do in these assays?
M. tuberculosis GlmU: 2.3%; Mtb RmlCD inh: 1

How did CCn1nc(C)c(/C=N/NC(=O)Cn2nnc(N)n2)c1C do in these assays?
M. tuberculosis GlmU: -5.8%; Mtb RmlCD inh: -5

How did C=CCNCCOc1ccc(C(C)(C)c2ccccc2)cc1 do in these assays?
M. tuberculosis GlmU: 0.1%; Mtb RmlCD inh: 5

How did COc1cc(CCC(=O)N2CCN(S(=O)(=O)c3ccc(C)c(C)c3)CC2)cc(OC)c1OC do in these assays?
M. tuberculosis GlmU: -1.4%&5.0%; Mtb RmlCD inh: -5

How did Cc1nc(-c2ccc(S(=O)(=O)N3CCCN(CCc4ccccc4)CC3)s2)cs1 do in these assays?
M. tuberculosis GlmU: 6.1%; Mtb RmlCD inh: -6

What do the screens show for `CN(C)S(=O)(=O)c1cccc(NC(=O)CSc2nc3c(cc2C#N)C(=O)CC(C)(C)C3)c1`?
M. tuberculosis GlmU: -1.0%; Mtb RmlCD inh: -3

What do the screens show for `O=C(Nc1cccnc1Cl)c1ccc2c(Cl)c3c(nc2c1)CCC3`?
M. tuberculosis GlmU: -3.2%; Mtb RmlCD inh: 0

Results for C=CC[N+]1(CC=C)CCOCC1 ?
M. tuberculosis GlmU: 3.5%; Mtb RmlCD inh: -6

Results for CCNc1ccc(Br)cc(C(=O)/C=C/c2ccc(Cl)cc2)c1=O ?
M. tuberculosis GlmU: 6.5%

Results for CCCCC1=CC2=C(c3ccco3)C(=O)C(C)(OC(=O)c3ccc(OC)cc3)C(=O)C2=CN1CC1CC1 (stereo unspecified) ?
M. tuberculosis GlmU: -1.3%

What do the screens show for `O=C(Cn1nnc2ccccc21)c1ccc(Br)cc1`?
M. tuberculosis GlmU: -8.6%; Mtb RmlCD inh: -21

How did NC(=O)CN1CCN(C2CC(=O)N(CCc3ccccc3)C2=O)CC1 (stereo unspecified) do in these assays?
M. tuberculosis GlmU: 3.4%; Mtb RmlCD inh: -3

How did CCN1CCN(C(=O)c2cc3c(s2)-c2ccccc2S(=O)(=O)C3)CC1 do in these assays?
M. tuberculosis GlmU: -4.7%; Mtb RmlCD inh: -5

What do the screens show for `Cc1csc(SCCn2c(Br)nc3c2c(=O)[nH]c(=O)n3C)n1`?
M. tuberculosis GlmU: 2.2%; Mtb RmlCD inh: 17

What do the screens show for `Cc1ncc(CN2CCN(Cc3ccc(F)cc3)C(CCO)C2)s1` (stereo unspecified)?
M. tuberculosis GlmU: 8.4%; Mtb RmlCD inh: 17

Results for CCN1C(=S)SC(=O)C1=C1C=C(C)OC(C)=C1 ?
M. tuberculosis GlmU: -0.5%; Mtb RmlCD inh: 10

Results for COCCOC(=O)c1c(C)oc2ccc(OC(=O)c3c(OC)cccc3OC)cc12 ?
M. tuberculosis GlmU: -2.6%; Mtb RmlCD inh: -6

Results for Cc1cccn2c(=O)c3c(nc12)N1CCC(Cc2ccccc2)CC1C1(C3)C(=O)N(C)C(=O)N(C)C1=O (stereo unspecified) ?
M. tuberculosis GlmU: -3.2%; Mtb RmlCD inh: 79

What do the screens show for `C[C@@H](C(=O)N[C@@H](Cc1c[nH]c2ccccc12)C(=O)O)n1nnc2ccccc2c1=O`?
M. tuberculosis GlmU: 0.2%; Mtb RmlCD inh: -7

What do the screens show for `CCN(CC(=O)Nc1ccc(OC)cc1)CC(=O)Nc1ccc(Br)cc1F`?
M. tuberculosis GlmU: -2.1%
